MPTP block = permeability transition pore inhibition | 360,000 tested, 1.4% active | isolated mouse mitochondria, Ca2+ swelling absorbance, 30 min | inhibition, % at 10 µM | AID 602449;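 active means inhibition of 50% or more, scaled per plate between neutral and stimulator controls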;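 further: 0% = DMSO wells given calcium and 100% = 1 mM EGTA wells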
GRIN3A LBD mod = modulators (binders) of human NR3A ligand-binding domain; AID 1259313; Tm shift relative to glycine control, % at 25 µM; NR3A LBD differential scanning fluorimetry, Tm shift; 0% = protein alone, 100% = glycine-bound protein; 340,000 tested, 2.5% active;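 active means melting temperature shift of at least 10% of the positive control shift, at one fixed dose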
Gli-Sufu block = antagonists of Gli-Sufu signaling. 340,000 tested, 0.74% active. Sufu-KO-LIGHT fibroblasts, Gli luciferase reporter luminescence. inhibition, % at 5 µM. AID 588413;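 active means inhibition above about 55%, limit read from the data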;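 further: 0% = DMSO-treated cells and 100% = wells with medium but no cells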
CXCR6 block = blocks human CXCR6 beta-arrestin recruitment. AID 602244. CHO-K1 PathHunter CXCR6 beta-arrestin, luminescence. 360,000 tested, 0.36% active. O00574. inhibition, % at 20 µM; in the data active means inhibition above about 34%, passing the limit was not always enough;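 further: antagonist mode with CXCL16 agonist at 10 nM final; 0% = 10 nM CXCL16 with DMSO and 100% = unstimulated wells without agonist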
Target sequence (O00574 whole entry, looked up): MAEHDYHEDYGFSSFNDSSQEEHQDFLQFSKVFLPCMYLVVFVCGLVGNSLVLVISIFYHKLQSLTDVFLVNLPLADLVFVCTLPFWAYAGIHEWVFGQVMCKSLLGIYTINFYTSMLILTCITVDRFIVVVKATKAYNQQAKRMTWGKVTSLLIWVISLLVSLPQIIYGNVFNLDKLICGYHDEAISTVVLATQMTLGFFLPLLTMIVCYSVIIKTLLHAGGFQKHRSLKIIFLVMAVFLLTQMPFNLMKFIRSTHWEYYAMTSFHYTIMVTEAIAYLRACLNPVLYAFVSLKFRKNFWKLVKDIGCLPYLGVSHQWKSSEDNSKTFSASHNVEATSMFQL
A3G deaminase = APOBEC3G (human) deaminase inhibition | 330,000 tested, 0.28% active | inhibition, % at 20 µM | Q9HC16 | recombinant A3G, ssDNA deamination FAM/TAMRA fluorescence;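 active means inhibition of at least 40% at 20 µM, with no more than 30% in the related APOBEC3A deaminase screen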;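 further: plate controls were DMSO wells with A3G for no effect and wells lacking A3G enzyme for full effect; some compounds called inactive have numbers as strong as hits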
Target sequence (Q9HC16 whole entry, looked up): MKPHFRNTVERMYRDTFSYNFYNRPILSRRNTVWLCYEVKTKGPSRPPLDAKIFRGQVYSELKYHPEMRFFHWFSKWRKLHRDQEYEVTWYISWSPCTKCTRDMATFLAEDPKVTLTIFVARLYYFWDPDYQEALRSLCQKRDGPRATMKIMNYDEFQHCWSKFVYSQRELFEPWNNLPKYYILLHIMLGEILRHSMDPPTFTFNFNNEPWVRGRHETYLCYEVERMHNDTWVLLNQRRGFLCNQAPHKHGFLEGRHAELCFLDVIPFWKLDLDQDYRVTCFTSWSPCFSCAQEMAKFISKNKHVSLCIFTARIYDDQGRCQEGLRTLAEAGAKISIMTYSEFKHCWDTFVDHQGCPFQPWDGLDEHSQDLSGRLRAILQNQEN
APOBEC3A inh = inhibitors of human APOBEC3A DNA deaminase. AID 493011. 330,000 tested, 0.41% active. P31941. recombinant A3A, FAM/TAMRA ssDNA deamination fluorescence. inhibition, % at 20 µM;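 active means at least 40% inhibition at 20 µM here, with at most 30% in a related deaminase screen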;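 further: plate controls were A3A with DMSO for no effect and wells lacking A3A enzyme for full effect; some results filed as inactive read as strong as hits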
CCR6 antagonist = CCR6 (human) receptor antagonism; CHO-K1 CCR6 PathHunter beta-arrestin, luminescence, CCL20-stimulated; inhibition, % at 20 µM; 340,000 tested, 0.49% active; AID 493098;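 active means compounds whose inhibition of the agonist-driven luminescence signal at 20 µM reaches about 50%, limit read from the data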;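 further: cells stimulated with CCL20 at 14 nM final; plate controls were DMSO with CCL20 for no effect and DMSO without agonist for full effect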
EBI2 antag = EBI2 (human) antagonism; 360,000 tested, 0.81% active; EBI2 beta-arrestin recruitment, luminescence, 7a,25-OHC stimulated; AID 651636; inhibition, % at 5 µM; in the data active means inhibition above about 38%;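 further: enzyme fragment complementation signal reports receptor beta-arrestin coupling in cells; 0% = agonist plus DMSO wells and 100% = wells without agonist; some results beyond the cut were filed as inactive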
Target sequence (P32249 whole entry, looked up, the tested form may be a part): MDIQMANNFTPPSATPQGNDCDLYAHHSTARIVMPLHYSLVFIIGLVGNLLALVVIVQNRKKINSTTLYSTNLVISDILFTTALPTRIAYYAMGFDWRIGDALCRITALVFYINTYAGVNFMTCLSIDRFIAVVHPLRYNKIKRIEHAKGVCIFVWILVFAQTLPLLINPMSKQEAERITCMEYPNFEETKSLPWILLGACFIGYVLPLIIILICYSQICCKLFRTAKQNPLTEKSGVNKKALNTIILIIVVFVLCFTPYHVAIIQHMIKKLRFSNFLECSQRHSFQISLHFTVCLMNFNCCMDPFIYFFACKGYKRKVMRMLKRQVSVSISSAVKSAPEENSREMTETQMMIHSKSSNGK
Active calls of the source: *; x = no result given.

SMILES | MPTP block | GRIN3A LBD mod | Gli-Sufu block | CXCR6 block | A3G deaminase | APOBEC3A inh | CCR6 antagonist | EBI2 antag
CCOC(=O)CSCC(=O)Nc1c(C(=O)C2CC2)oc2ccccc12 | -0.1 | 1 | 35 | 5 | -9 | -4 | 8 | -4
CSC1=N/C(=C\c2c(F)cccc2Cl)C(=O)S1 | 0.0 | 5 | -3 | -3 | -3 | -3 | 4 | 0
Cc1cc(Nc2ccccc2)nn1C(=O)c1ccccc1 | 0.9 | -2 | -5 | -2 | -4 | -5 | 5 | 13
O=C(Oc1ccc(-c2nc(-c3ccccn3)no2)cc1)c1ccccc1 | -2.4 | -2 | -51 | -5 | 2 | 2 | 23 | -19
Cc1ccc(NC(=O)Nc2ccc3c(c2)OCO3)nc1 | 0.3 | -1 | -92 | -7 | -6 | -3 | 1 | 7
COc1ccc(Cl)cc1-c1nc(-c2ccc(Br)o2)no1 | 1.5 | -1 | -21 | -6 | -7 | -5 | -6 | -7
COc1ccc(/C=N\NC(=O)c2cccc(F)c2)cc1COc1ccccc1 | 9.9 | 16* | 49 | -1 | -6 | -4 | 5 | -9
Cc1ccc(N=c2oc3cc(O)ccc3cc2C(N)=O)cc1 | 24 | -5 | -9 | 3 | 3 | 8 | 5 | 12
Cc1nc(SC(C)C(=O)Nc2cccc(C(F)(F)F)c2)c2c(C)c(C(=O)O)sc2n1 (centres undefined) | 3.8 | -3 | -2 | 4 | -7 | -6 | 4 | -1
O=C(Nc1ccc(CN2CCOCC2)cc1)c1ccc(Br)cc1 | -0.2 | -1 | -31 | -17 | -4 | -7 | 10 | -3
Clc1ccc(OCc2nc(-c3ccncc3)no2)c(Cl)c1 | 3.6 | 2 | -126 | 0 | -3 | -5 | 5 | 2
Cc1cc(/N=C/N(C)C)on1 | -1.3 | -2 | 3 | 4 | -4 | 1 | -5 | -3
Cc1ccnc(NC(=O)c2ccoc2C)c1 | 1.1 | -5 | -27 | -1 | 2 | 2 | 2 | 0
COCCCC1CCN(Cc2nc(Cc3ccccc3Cl)no2)CC1 | 2.8 | -18 | 9 | -3 | -8 | -3 | 1 | 5
CCCCCC(=O)Nc1cccc(S(=O)(=O)NC2=NCCC2)c1 | -1.3 | 2 | -12 | -7 | -8 | 0 | 7 | -3
O=C(/C=C/c1ccc(Br)cc1)c1ccc(NC(=O)c2ccco2)cc1 | 1.4 | 24* | -13 | 2 | 0 | -2 | 0 | 43*
O=C(CN1C(=O)c2ccccc2C1=O)N1CCN(c2nnc(-c3ccccc3)c3ccccc23)CC1 | 3.9 | -2 | -9 | 8 | -6 | -2 | 6 | 0
COc1ccc(-n2c(CN3CCN(c4ccccc4)CC3)nc3ccc([N+](=O)[O-])cc3c2=O)c(OC)c1 | 0.7 | 0 | -2 | 5 | -8 | -6 | 14 | 8
O=[N+]([O-])c1ccccc1CN1CCN(S(=O)(=O)c2ccccc2)CC1 | 1.5 | 0 | 3 | -2 | -7 | -2 | 12 | 4
OC(COC(c1ccc(Cl)cc1)c1ccc(Cl)cc1)CN1CCN(c2ccccn2)CC1 (centres undefined) | 2.2 | -8 | 29 | -2 | -5 | 0 | 10 | 18
O=C(c1ccccc1)C1CN(Cc2ccccc2)CCC1(O)c1ccccc1 (centres undefined) | 1.1 | 0 | 15 | -1 | -2 | 0 | -3 | 6
O=C(COC(=O)c1cccc(S(=O)(=O)N2CCc3ccccc32)c1)Nc1ncc(C(F)(F)F)cc1Cl | 2.2 | 2 | 0 | 4 | -8 | 8 | 6 | 10
O=C(CCCCCCCCN1C(=O)c2ccccc2C1=O)N1CCOCC1 | 6.4 | 0 | 3 | -4 | -6 | 0 | 5 | 4
CC(C)n1c2ccccc2c2nc3ccccc3nc21 | 3.1 | 8 | -15 | 3 | -1 | 0 | 2 | 10
COc1ccccc1C(=O)NNC(=O)C(=O)NC(C)(C)C | -0.6 | -21 | -6 | 1 | -3 | -1 | 0 | 2
CCc1nnc(NC(=O)c2nc3nc(C)cc(C)n3n2)s1 | -1.3 | 2 | -1 | 1 | -1 | -1 | 3 | -3
Cc1cc(S(=O)(=O)N2CCOCC2)ccc1OCC(=O)N1CCC(C(N)=O)CC1 | -1.8 | 1 | 7 | -5 | -9 | -4 | 8 | -11
Cn1c2c(c3ccccc31)CCSC2=O | 0.2 | 1 | -3 | -6 | -5 | -4 | -8 | -14
COc1ccccc1NS(=O)(=O)c1cc(C(=O)N2CCCC2)ccc1F | -1.3 | 4 | 0 | 1 | -3 | -4 | 0 | -1
O=C(NCCCN1CCOCC1)c1ccc(-n2nc(C(F)(F)F)cc2-c2cccs2)cc1 | -0.7 | -1 | 12 | 8 | -4 | -3 | 12 | -8
CCN1CCN(CCCNC(=O)CCC(=O)N2CCOc3ccccc32)CC1 | -1.8 | -1 | 0 | -6 | -3 | -2 | 11 | 1
Cc1ccc(C)c(OCC(=O)Nc2nc3ccc([N+](=O)[O-])cc3s2)c1 | 13 | -1 | 30 | 2 | -6 | -6 | -2 | -8
CCOC(=O)C1=CN(Cc2cccc(F)c2)S(=O)(=O)N(CC)C1c1ccccc1 (centres undefined) | 0.0 | -4 | 6 | 2 | 2 | 8 | 28 | 7
Cc1onc(-c2ccccc2)c1C(=O)N1CCC(C)CC1 | 3.3 | 2 | -7 | -3 | 2 | 4 | 6 | 0
Cc1ccc([N+](=O)[O-])cc1N(CC(=O)NC1CCCC1)S(C)(=O)=O | -1.1 | -1 | -4 | 4 | 4 | 3 | 11 | -3
N#Cc1c(SCC(N)=O)nsc1SCc1ccc(Cl)cc1 | 26 | -13 | 11 | -7 | -3 | -1 | 5 | 2
O=C(CNC(=S)NC(=O)c1ccc(F)cc1)c1ccccc1 | -0.9 | -2 | -10 | 9 | -1 | 2 | 3 | -4
COC(=O)c1ccc(NC(=O)c2cccc(OC)c2)cc1 | 0.5 | -5 | -43 | 2 | 0 | 1 | 12 | 2
CC1Oc2ccccc2OC1C(=O)Nc1nccs1 (centres undefined) | -0.2 | 1 | -3 | 8 | -2 | 0 | 5 | -8
CCOC(=O)C1CCN(C(=O)CNS(=O)(=O)c2cccs2)CC1 | -0.4 | 0 | 1 | -11 | -1 | 5 | -5 | -2
O=C(Nc1nnc(Cc2ccccc2)s1)Nc1ccccc1F | 5.2 | -2 | -8 | -5 | 0 | -4 | 4 | -10
CC1CC(C)(C)CC2(C1)NC(=O)N(CC(=O)N1CCN(S(=O)(=O)c3cccc(Cl)c3Cl)CC1)C2=O (centres undefined) | -0.9 | 0 | 5 | 0 | x | x | 16 | 13
COc1cc(C(=O)Oc2ccc3ccc(O)cc3c2)cc(OC)c1OC | 0.2 | -9 | -4 | -2 | -1 | -7 | -4 | 3
Cc1ccc(CNS(=O)(=O)c2c(C(=O)N3CCCCC3)c(C)n(C)c2C)o1 | -1.6 | -1 | 18 | -12 | -1 | -2 | 2 | 1
CC(C)CC1(C)NC(=O)N(CC(=O)NC(=O)Nc2ccc3c(c2)OCCO3)C1=O (centres undefined) | -3.8 | 0 | 5 | 3 | -6 | -1 | 2 | 9
O=C(NC1CCCC1)C(c1ccc(F)cc1)N(C(=O)Cc1cccs1)c1ccc2c(c1)OCCO2 (centres undefined) | 0.4 | -17 | 7 | 14 | 5 | -7 | 0 | 7
CC(=O)Nc1ccc(S(=O)(=O)N2CCC(N3CCCCC3)CC2)cc1 | -0.6 | 0 | 9 | -4 | -12 | -2 | 1 | -13
Cc1ccc(S(=O)(=O)NCCC(=O)N2CCC(Cc3ccccc3)CC2)cc1 | 0.1 | 0 | 5 | 5 | -8 | -4 | -2 | -11
Cc1cc(F)ccc1NS(=O)(=O)c1c(C(=O)N2CCOCC2)c(C)n(C)c1C | -1.9 | -2 | -9 | -5 | 4 | 2 | -4 | -3
O=C(CSc1nnc(-c2ccccc2Cl)o1)N1CCCCC1 | -2.3 | 0 | -56 | 4 | 8 | 12 | -12 | -5
CCOc1ccccc1NC(=O)COC(=O)c1cc(C(=O)OC)cc([N+](=O)[O-])c1 | -4.5 | 2 | -11 | -11 | -3 | 0 | -2 | -3
O=S(=O)(c1cccc2cccnc12)N1CCN(Cc2ccc3c(c2)OCO3)CC1 | -4.8 | 0 | 0 | -5 | -6 | -4 | 13 | 8
O=C(NNc1ccc([N+](=O)[O-])cc1)C12CC3CC(CC(C3)C1)C2 | 2.8 | -2 | -5 | 6 | -6 | 1 | 9 | -6
C=CC[C@@H](CC(=O)OC(C)(C)C)C(=O)OC[C@H]1CCCN1C(=O)[C@@H](CC=C)CC(=O)N(CCO)Cc1ccccc1 | 1.4 | -1 | 2 | 2 | -9 | -4 | 8 | -6
O=C(NCc1ccco1)C(C(=O)c1ccc(F)cc1)n1ccccc1=O (centres undefined) | 2.0 | 0 | -1 | 0 | -3 | 0 | -8 | 1
COc1cc(OC)c(OC)cc1CCC(C)NC(=O)Cc1ccccc1 (centres undefined) | 0.6 | 0 | 4 | -2 | -3 | 4 | 18 | 1
CCN=C1NN=C(c2ccc(C)cc2)CS1 | 0.0 | x | -67 | -1 | -5 | -4 | 4 | 4
Cc1cc(NC(=O)CN2CCN(c3cccc(Cl)c3)CC2)no1 | 3.2 | 0 | 1 | 0 | 1 | 3 | 3 | -2
CCCC(C(=O)NCc1ccco1)N(C(=O)CNS(=O)(=O)c1ccccc1)c1ccccc1OC (centres undefined) | 2.3 | 1 | 4 | 3 | 2 | -3 | -1 | -3
COc1cc(/C=C/C(=O)OCc2csc(CC(=O)Nc3ccc(C)cc3)n2)ccc1OCC#N | 2.8 | -10 | -4 | -5 | -4 | 6 | 13 | 0

Carrying on.
SMILES | MPTP block | GRIN3A LBD mod | Gli-Sufu block | CXCR6 block | A3G deaminase | APOBEC3A inh | CCR6 antagonist | EBI2 antag
CC(=O)c1cccc(N2C(=NC(=O)C(C)C)SC3CS(=O)(=O)CC32)c1 (centres undefined) | -1.5 | -1 | -1 | -2 | -6 | -5 | 8 | -1
COc1ccc(NC(=O)C2CCCC2)cc1 | -0.8 | 0 | -6 | -5 | -5 | -3 | 5 | -3
O=C(O)C1C2C=CC3(CN(c4cccc(C(F)(F)F)c4)C(=O)C13)O2 (centres undefined) | -0.9 | 11* | -2 | 11 | 2 | 2 | 2 | -16
CS(=O)(=O)Nc1ccc(S(=O)(=O)N2CCCC2)cc1 | 0.7 | 0 | 3 | 0 | 0 | 4 | 11 | 3
COc1ccc(-c2nnc(SCC(=O)NCC3CCCO3)o2)cc1 (centres undefined) | -2.8 | 0 | 7 | 3 | -4 | 1 | -8 | -1
C=CCN(C(=O)c1csnn1)C(C(=O)NCc1ccccc1)c1ccccc1F (centres undefined) | -1.5 | 0 | 24 | -3 | -5 | -1 | 14 | 12
CC(=O)N1CCSc2ccc(S(=O)(=O)NCc3ccccc3)cc21 | 0.8 | -2 | 9 | 0 | 9 | 0 | 13 | -9
O=C(Cc1ccccc1)Nc1cccc(S(=O)(=O)N2CCCCCC2)c1 | 1.0 | -5 | -2 | 5 | -4 | 4 | 17 | -1
COc1cccc(CN2CCC(C(=O)N3CCN(c4ccccc4F)CC3)CC2)c1 | 6.7 | -3 | 23 | 10 | -7 | -3 | 9 | -2
CCCC(C)C(=O)Nc1nc(C)c(-c2csc(Nc3ccc(Cl)cc3)n2)s1 (centres undefined) | -0.5 | -16 | 53 | 14 | -2 | -5 | 7 | 40
CCOC(=O)C1=C(CNC(C)(C)CC(C)(C)C)NC(=O)NC1c1cccc([N+](=O)[O-])c1 (centres undefined) | 6.4 | 2 | 3 | 3 | 2 | 8 | 14 | 5
CC1(c2nnc(-c3ccncc3)o2)CC(c2ccc(F)cc2)=NO1 (centres undefined) | 1.8 | 0 | 5 | -4 | -11 | -3 | 0 | 5
Cc1ccc(Oc2nc3c(C)cccn3c(=O)c2/C=C(\C#N)C(N)=O)cc1 | 2.9 | 1 | 5 | 7 | -6 | -6 | 18 | 19
O=C(COc1ccc(S(=O)(=O)N2CCCCC2)cc1Cl)N1CCOCC1 | -0.3 | 1 | -4 | -10 | -1 | -5 | 9 | 15
